# RGS7-Gao: RGS7-Galphao binding modulators, primary screen, biochemical, multiplexed bead flow cytometry; binding response (% of control), % at 10 µM; 220,000 tested, 0.35% active; AID 1439, 2008; actives lie on both sides; Guanine nucleotide-binding protein G(o) subunit alpha (Homo sapiens), P09471; in the data active means binding response below about 49% or above about 150%; inconclusive means no clear call, values can overlap the other calls; inactive means in between;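 further: fluorescent Galphao held in activated GDP-AlF4 state binding bead-coupled RGS7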
# GSH fluor: compound fluorescence on glutathione beads, profiling panel, artefact control, biophysical, 488/530 nm, flow cytometry | GSH beads flow cytometry, compound fluorescence 488/530 nm; active compounds read high | fluorescence (KMESF) at 10 µM | 190,000 tested, 0.25% active; in the data active means fluorescence above about 89;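 further: glutathione beads carrying GST-tagged Bcl family fusion proteins plus one bare bead set; values are compound well signal with DMSO vehicle wells as background; inactives centre near 16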
# ABCG2 block: ABCG2 efflux pump inhibitors, primary screen, multiplex with ABCB1, IgMXP3 cells, flow cytometry. JC-1 efflux. inhibition, % at 6.6 µM. 190,000 tested, 0.1% active. AID 1325, 2008;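 active means inhibition above 80%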;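 further: 0% = DMSO and 100% = nicardipine control wells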
# Target sequence (Q9UNQ0 whole entry, looked up): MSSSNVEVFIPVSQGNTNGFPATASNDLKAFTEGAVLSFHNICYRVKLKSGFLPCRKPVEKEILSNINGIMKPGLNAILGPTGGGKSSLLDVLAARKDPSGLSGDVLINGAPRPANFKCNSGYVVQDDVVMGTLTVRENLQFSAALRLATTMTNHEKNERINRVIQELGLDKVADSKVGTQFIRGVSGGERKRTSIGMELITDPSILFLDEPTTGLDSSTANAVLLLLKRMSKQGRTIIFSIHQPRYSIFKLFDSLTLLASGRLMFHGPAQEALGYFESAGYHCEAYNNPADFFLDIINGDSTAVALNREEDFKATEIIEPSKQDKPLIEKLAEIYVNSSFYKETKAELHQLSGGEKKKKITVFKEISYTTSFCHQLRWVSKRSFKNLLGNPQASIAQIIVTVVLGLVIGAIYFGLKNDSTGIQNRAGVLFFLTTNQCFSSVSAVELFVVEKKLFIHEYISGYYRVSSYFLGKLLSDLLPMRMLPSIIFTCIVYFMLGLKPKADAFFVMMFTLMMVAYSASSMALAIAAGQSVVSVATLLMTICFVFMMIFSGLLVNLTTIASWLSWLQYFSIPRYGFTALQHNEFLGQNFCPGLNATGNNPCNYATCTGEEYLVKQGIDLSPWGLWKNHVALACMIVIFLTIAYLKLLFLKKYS
#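 Assay system – ABCG2 IgMXP3 and barcoded ABCB1 CCRF-Adr cell mix · Input – 3 million cells/mL in well · Reagent – JC-1 fluorescent substrate · Compound – single test compound dose, 6.6 µM final · Timing – 10 min exposure at 25 °C with rotation, no wash · Detection – flow cytometry of retained JC-1 fluorescence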
# Bcl-2 Bim block: inhibitors of Bim-Bcl-2 binding, primary screen, biochemical, multiplexed, human Bcl-2 family; inhibition, % at 10 µM; Apoptosis regulator Bcl-2 (Homo sapiens), P10415; 190,000 tested, 0.06% active; Bead-based flow cytometry, Bim peptide-Bcl-2 binding; in the data active means inhibition above about 40%; inconclusive means no clear call, values can overlap the other calls;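 further: 0% = no compound wells with probe peptide and 100% = reference peptide inhibitor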
# Bim-Bcl-B: inhibitors of Bim-Bcl-B binding, primary screen, biochemical, multiplexed, human Bcl-2 family. bead-based flow cytometry, Bim peptide-Bcl-B binding. inhibition, % at 10 µM. 190,000 tested, 0.073% active. AID 951, 2007;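 further: 0% = tracer peptide without compound and 100% = reference inhibitor peptide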
# Bim-Bfl-1: inhibitors of Bim binding to Bfl-1, primary screen, biochemical, multiplexed, bead-based flow cytometry | 190,000 tested, 0.12% active | inhibition, % at 10 µM | Bim-Bfl-1 binding inhibition;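 further: 0% = wells without compound plus tracer and 100% = blocker peptide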
# RGS4-Gao reg: modulators of RGS4 binding to Galphao, primary screen, biochemical, multiplexed bead flow cytometry | binding response (% of control), % at 10 µM | actives lie on both sides | 220,000 tested, 0.33% active; in the data active means binding response below about 49% or above about 150%; inactive means in between;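 further: fluorescent Galphao activated with aluminum fluoride binding bead-coupled RGS4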
# Bcl-W Bim block: inhibitors of Bim binding to Bcl-W, primary screen, biochemical, multiplexed, bead-based flow cytometry; Bcl-2-like protein 2 (Homo sapiens), Q92843; Bim peptide-Bcl-W binding; inhibition, % at 10 µM; 190,000 tested, 0.02% active; AID 952, 2007;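 further: 0% = bound tracer without compound and 100% = peptide blocker; higher means less fluorescent Bim peptide bound to Bcl-W beads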
# Target sequence (Q92843 whole entry, looked up): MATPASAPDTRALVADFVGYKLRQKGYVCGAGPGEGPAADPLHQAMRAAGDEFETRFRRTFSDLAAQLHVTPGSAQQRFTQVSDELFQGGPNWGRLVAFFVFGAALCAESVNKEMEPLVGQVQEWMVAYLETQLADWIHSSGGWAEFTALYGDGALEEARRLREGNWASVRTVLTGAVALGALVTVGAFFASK
# ABCB1 block: ABCB1 efflux pump inhibitors, primary screen, cell-based, multiplex, flow cytometry, ABCG2 counter-screen. CCRF-Adr cells, JC-1 efflux. inhibition, % at 6.6 µM. 190,000 tested, 0.067% active. AID 1326, 2008; in the data active means inhibition above about 40%;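 further: 0% = vehicle and 100% = reference inhibitor; higher value means more JC-1 retained so stronger ABCB1 efflux block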
# RGS8-Gao reg: RGS8-Galphao binding modulators, primary screen, biochemical, multiplexed bead flow cytometry | actives lie on both sides | response (percent of control binding), % at 10 µM | AID 1423, 2008 | Guanine nucleotide-binding protein G(o) subunit alpha (Homo sapiens), P09471 | 220,000 tested, 0.34% active; in the data active means response below about 60% or above about 140%; inactive means in between;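 further: Galphao activated as the GDP aluminium fluoride complex binding bead-coupled RGS8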
# Bim-Bcl-XL: inhibitors of Bim-Bcl-XL binding, primary screen, biochemical, multiplexed, bead flow cytometry, human Bcl-XL; Bcl-2-like protein 1 (Homo sapiens), Q07817; Bim peptide-Bcl-XL binding, fluorescence; inhibition, % at 10 µM; 190,000 tested, 0.04% active
# Target sequence (Q07817 whole entry, looked up): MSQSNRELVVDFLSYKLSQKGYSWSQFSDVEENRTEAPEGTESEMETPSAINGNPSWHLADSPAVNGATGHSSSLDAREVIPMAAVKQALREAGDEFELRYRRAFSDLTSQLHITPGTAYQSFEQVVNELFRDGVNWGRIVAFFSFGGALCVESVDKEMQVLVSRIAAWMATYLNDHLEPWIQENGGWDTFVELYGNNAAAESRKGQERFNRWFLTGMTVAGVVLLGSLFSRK
# * marks the source's active call; other numbers are inactive results; ? = inconclusive; nt = no result given. Unless noted, no stated cut-off is given here; in the data, active means inhibition above about 40%.
SMILES,RGS7-Gao,GSH fluor,ABCG2 block,Bcl-2 Bim block,Bim-Bcl-B,Bim-Bfl-1,RGS4-Gao reg,Bcl-W Bim block,ABCB1 block,RGS8-Gao reg,Bim-Bcl-XL
Fc1ccc(C(c2nnnn2Cc2ccccc2)N2CCSCC2)cc1 (stereo not given),103,10,6,2,0,0,99,1,0.9,103,-1
O=C(O)CCCCC1CCSS1 (stereo not given),85,11,-6,-4,0,-8,95,-2,-1.1,97,-2
Cc1ccc(-c2noc(CCC(=O)NCCN3CCc4ccccc4C3)n2)cc1,103,19,21,-5,-3,-17,99,-5,0.8,101,-7
C/C(=N/NS(=O)(=O)c1ccccc1)c1ccc(NC(=O)C(F)(F)F)cc1,98,11,2,-6,-8,-2,94,-1,-0.2,99,-5
NC(=O)C1CCN(CC(=O)Nc2cccc(C(=O)Nc3cccc(C(F)(F)F)c3)c2)CC1,97,11,0,-7,-7,-8,101,-4,-0.1,101,-4
CCc1cc(=O)oc2cc(OC(C)=O)cc(OC(C)=O)c12,96,20,3,-2,-3,-5,98,1,0.1,98,-2
CCOc1ccc(NC(=O)CSc2nnc(Cn3cnc([N+](=O)[O-])n3)n2C)cc1,109,12,4,-11,-14,-16,102,-6,0.5,101,-9
CCCCN(C)CCNC(=O)c1ccc2c(c1)NC(=O)C(N1CCCCC1)S2 (stereo not given),99,31,7,0,-1,0,102,2,0.2,102,0
Fc1ccc(-c2nc3c(-c4ccc(Cl)cc4)cnn3cc2CCN2CCOCC2)cc1,112,10,23,-5,-4,-5,105,-2,5.9,102,-1
COC(=O)n1c(=O)oc2cc(S(=O)(=O)N3CCOCC3)ccc21,106,52,0,-13,-12,-10,104,2,-0.1,106,-2
O=C(NNC(=O)C1CCCN(c2ncccn2)C1)c1ccc(F)cc1 (stereo not given),91,14,4,-2,-3,-5,96,-4,0.5,97,-5
O=C(CNS(=O)(=O)c1ccccc1)NCC(=O)OCc1ccccc1F,95,6,6,10,7,16,98,5,0.8,92,3
O=C(Nc1cc(SCC(O)CO)cc([N+](=O)[O-])c1)c1ccc(-n2cnnn2)cc1 (stereo not given),96,9,5,0,-2,-3,94,0,1.5,97,-1
CN(c1ccccc1)P(=O)(N(C)c1ccccc1)N(C)c1ccccc1,101,22,2,-4,0,-1,99,-3,1.1,99,-1
Cn1c(SCC(=O)N=Nc2c(O)[nH]c3ccccc23)nc2ccccc21,102,20,2,-9,-13,-15,102,-8,0.2,103,-12
COCCCNC(=O)COc1ccc(Br)cc1Cl,97,7,18,-4,-5,0,103,-2,0.8,101,-9
CCc1nc(NCCN2CCOCC2)c(C#N)c2c1CCCC2,105,36,25,-13,-9,-19,102,-1,2.5,102,-9
COc1ccc(NC(=O)C2OCCc3ccccc32)c(OC)c1 (stereo not given),101,34,50,-11,-8,-18,101,-1,0.3,102,-10
COC(=O)c1ccccc1S(=O)(=O)N1CCC(C(=O)OC(C)C(=O)NC(N)=O)CC1 (stereo not given),103,12,0,0,-2,-4,101,0,0.2,102,-2
Cc1ccc(SCC(=O)Nc2nccs2)cc1,?,17,0,3,-3,-4,104,-1,0.1,102,0
COc1ccc(C2SCCN2S(=O)(=O)c2ccc(NC(C)=O)cc2)cc1 (stereo not given),95,42,1,-6,-6,-12,97,2,0.2,100,-9
CC(C)CCC1CC(CSC(=N)N)OC1=O (stereo not given),99,27,-2,-10,-13,-16,100,-3,-0.1,99,-8
CC(c1ccco1)N(C(=O)COc1ccc(Cl)cc1)c1ccccn1 (stereo not given),111,36,2,0,0,-2,106,-5,0.4,98,-4
Cn1c(/C=N/Nc2nc3ccccc3[nH]2)nc2ccccc21,?,14,-2,2,0,6,102,-2,0.2,102,-4
CCOC(=O)c1cc(NC(=O)c2ccc(C)cc2)c(=O)oc1C(F)(F)F,101,15,0,-4,-3,-6,100,0,0.0,100,-2

# Three compounds from above, sorted by the value under RGS7-Gao, ascending.
compound	RGS7-Gao	GSH fluor	ABCG2 block	Bim-Bcl-B	Bim-Bfl-1	RGS4-Gao reg	Bcl-W Bim block	RGS8-Gao reg	Bim-Bcl-XL
O=C(O)CCCCC1CCSS1 (stereo not given)	85	11	-6	0	-8	95	-2	97	-2
O=C(CNS(=O)(=O)c1ccccc1)NCC(=O)OCc1ccccc1F	95	6	6	7	16	98	5	92	3
O=C(Nc1cc(SCC(O)CO)cc([N+](=O)[O-])c1)c1ccc(-n2cnnn2)cc1 (stereo not given)	96	9	5	-2	-3	94	0	97	-1

# Continued.
SMILES,RGS7-Gao,GSH fluor,ABCG2 block,Bcl-2 Bim block,Bim-Bcl-B,Bim-Bfl-1,RGS4-Gao reg,Bcl-W Bim block,ABCB1 block,RGS8-Gao reg,Bim-Bcl-XL
Cc1cc(C)cc(NC(=S)Nc2ccc3cn[nH]c3c2)c1,95,17,-2,-5,-16,-2,93,-11,0.0,94,-17
Cc1ccc(NC(=O)c2cccs2)cc1NC(=O)c1ccco1,99,25,4,-9,-4,-12,98,0,0.0,99,-6
CC(C)(C)NS(=O)(=O)c1cc(C(=O)Nc2sccc2C#N)ccc1Cl,96,9,44,-3,-1,4,97,-1,0.3,102,-1
CCOc1ccc(N(CC(=O)NCCSc2ccccn2)S(C)(=O)=O)cc1,100,16,8,0,2,-1,102,-1,0.3,101,0
OC(CCN1CCCCC1)(c1ccccc1)C1CCCCC1 (stereo not given),100,20,1,3,-4,0,98,0,0.5,96,-2
O=S(=O)(Nc1ccc(Cc2ccncc2)cc1)c1ccc(Br)s1,99,15,3,0,0,-2,98,1,0.8,101,0
Cc1ccc(-c2nc3ccccc3[nH]2)cc1N,101,16,nt,3,-2,-10,101,3,nt,99,-1
CCC(=O)Nc1nnc(SCC(=O)N2c3ccccc3CC2C)s1 (stereo not given),98,17,1,-4,-6,-1,94,-2,0.3,95,-7
CCc1nnc(N/N=C/c2c(C)[nH]c3ccccc23)n1N,101,13,-1,1,-5,3,103,0,-0.5,103,-2
CCc1ccc(N(C2C=CS(=O)(=O)C2)S(=O)(=O)c2ccccc2)cc1 (stereo not given),101,8,-1,5,0,8,101,-3,0.2,102,-4
O=C(COC(=O)CCc1ccccc1)NC12CC3CC(CC(C3)C1)C2,104,16,0,2,9,4,101,0,0.0,101,3
CC(C)CSc1nnc2c(n1)[nH]c1ccccc12,95,22,4,-1,-1,-2,89,-1,0.4,98,0
Cc1cc(CN2C(=O)c3ccccc3C2=O)cc(N2CCOCC2)c1,90,33,0,2,0,2,83,-1,0.0,79,4
O=C(COC(=O)c1ccc(-c2ccc([N+](=O)[O-])cc2)o1)NC(=O)NC1CCCCC1,100,13,0,-3,-3,-3,101,0,0.2,101,-5
Cc1cccc(NC(=O)CCC(=O)N/N=C/c2cc([N+](=O)[O-])ccc2O)c1,85,16,6,-10,-4,-17,87,-3,0.2,92,-5
CCCCn1c(=O)[nH]c(=O)c2c1nc(-c1ccc(OCCC)c(OCC)c1)n2CCOC,108,13,22,0,-1,-5,103,-1,2.0,99,-1
CC(NC(=O)c1cc(=O)[nH]c2ccc(Br)cc12)c1ccccc1 (stereo not given),101,15,1,0,-4,-6,101,-4,0.7,104,-2
Cc1[nH]n(-c2ccc([N+](=O)[O-])cc2)c(=O)c1C=NCCc1ccc(S(N)(=O)=O)cc1,93,64,21,-2,-1,-1,94,-2,3.7,96,-2
Cc1ccc2nc(-c3ccccn3)c(Nc3ccccc3C)n2c1,92,11,10,0,0,-1,96,1,2.7,97,2
O=C(Nc1ccc2c(c1)oc1ccccc12)C1CC1,104,32,38,-1,-7,-3,102,-3,0.4,102,-6
O=C1c2ccccc2C(=O)N1CCCSc1nc2ccccc2o1,101,11,1,0,2,-2,101,0,0.2,103,1
CC(C)(CNC(=O)c1ccc([N+](=O)[O-])c(Cl)c1)CNC(=O)c1ccc([N+](=O)[O-])c(Cl)c1,97,10,20,0,0,0,96,0,1.6,96,0
COc1cc(C(=O)NCc2ccc(C)cc2)ccc1OCc1c(C)noc1C,103,24,5,-2,-1,-1,101,0,0.9,99,1
CC(C)OC(=O)CSc1nnc(CNc2nc(-c3ccccc3)cs2)n1C,102,17,6,0,0,3,102,2,1.2,99,0
Cc1ccc(CSc2nc3c(c(SCC(=O)O)n2)CCCC3)cc1,94,64,1,-7,-9,-8,93,-1,0.2,95,-22

# (listing goes on)
SMILES,RGS7-Gao,GSH fluor,ABCG2 block,Bcl-2 Bim block,Bim-Bcl-B,Bim-Bfl-1,RGS4-Gao reg,Bcl-W Bim block,ABCB1 block,RGS8-Gao reg,Bim-Bcl-XL
C#CCOCCOCCOCCNc1nc(N2CCN(C(=O)[C@H](Cc3cc4ccccc4[nH]3)n3cc([C@@H](N)C(C)CC)nn3)CC2)nc(N2CCN(C(=O)[C@H](CCCCN)n3cc([C@@H](N)CC(C)C)nn3)CC2)n1 (stereo not given in full),99,19,-2,-1,-7,-4,109,1,-0.5,105,-1
Cc1ccc(NC(=O)CO/N=C/c2ccc(N(C)C)cc2)cc1,105,24,3,-8,-18,-9,102,0,0.9,100,-8
CCC(=O)Nc1nc2ccc(S(C)(=O)=O)cc2s1,99,14,23,2,-5,0,95,-2,2.4,81,-4
Cc1cccc(-c2noc(CCCC(=O)Nc3cccnc3)n2)c1,102,19,3,-4,-4,-2,103,-4,0.3,101,-4
O=C(N/N=C/C=C/c1ccc([N+](=O)[O-])cc1)C1COc2ccccc2O1 (stereo not given),102,19,3,2,-7,-5,97,-2,-0.2,103,-8
CCOC(=O)c1cc2cc([N+](=O)[O-])cc(OC)c2oc1=O,99,17,15,1,1,0,100,5,0.4,101,0
CCN1CCN(C(CC(C)C)c2nnnn2CS(=O)(=O)c2ccc(C)cc2)CC1 (stereo not given),101,15,3,-4,-5,-10,104,-4,0.9,106,-4
O=c1oc(Nc2ccccc2F)nc2ccccc12,99,29,33,-5,-9,-10,97,-2,2.2,100,-7
Cc1nc2scc(-c3cccs3)c2c(=O)n1-n1cccc1,100,25,1,-5,-5,-8,102,-1,0.2,99,-2
CC(=O)c1ccc(OCCCC(=O)N2CCN(S(=O)(=O)c3cccs3)CC2)cc1,98,15,2,-4,-5,-6,101,1,0.9,103,1
COc1cccc2cc(-c3nnc(-c4ccccc4)o3)c(=O)oc12,104,14,12,-2,-13,-5,107,-1,1.9,108,0
COc1cc(C)nc(OCCNC(=O)COc2ccc(Cl)cc2Cl)n1,104,22,2,0,0,0,102,0,1.0,102,-3
COC(=O)c1oc2ccc(Br)cc2c1NC(=O)c1ccccc1,104,40,5,-10,-6,-14,102,-1,0.3,105,-12
